Source: PubChem (National Center for Advancing Translational Sciences (NCATS))
PGK inhibitor: inhibitors of T. brucei phosphoglycerate kinase; P07378; PGK/GAPDH coupled, Kinase-Glo luminescence, 60 min; Potency, µM (series often up to 57.5 µM), for the others: top-dose activity change, negative = inhibition, hits mostly inhibitors; 380,000 tested, 0.043% active; also: potency is read from the fitted curve at half-maximal effect; % is scaled to controls: 0 for no effect and ±100 for the full control effect; nearly all actives have a fitted effect of over 60% in size
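Luminescent ATP detection (Kinase-Glo Plus) follows a 60-minute room-temperature incubation, with wells lacking PGK as controls. Buffer: 100 mM TEA (pH 7.6), 5 mM MgCl2, 0.01% Tween-20. Coupling enzyme GAPDH (100 nM final) supplies unstable 1,3-BPG in-well.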
HP1b chromo inh: inhibitors of HP1-beta chromodomain binding to methylated histone tails | P83916 | AlphaScreen HP1-beta / biotin-H3K9me3 peptide binding | Potency, µM (top dose mostly 114 µM), for the others: at the top dose activity change, negative = inhibition, most hits filed as inhibitors | 390,000 tested, 0.56% active; also: potency is read from the fitted curve at half-maximal effect; nearly all actives have a fitted effect of over 70% in size; inactives centre near 23
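Compound inhibition of the preformed complex between 50 nM HP1-beta and 50 nM biotinylated H3K9me3 peptide was read by AlphaScreen. Buffer was PBS pH 7.4 with 0.01% Tween-20. Incubations ran 30 min at room temperature, with 10 ug/mL donor/acceptor beads.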
PI4K2A inh: PI4K2A (human) kinase inhibition; purified PI4K2A, ADP-Glo luminescence, 1 h; hits give low values; 420,000 tested, 0.13% active; Q9BTU6; activity change, negative = inhibition, % at 76.9 µM; AID 1346378; in the data active = activity change below about -50%; inconclusive = mostly about -30% to -49%;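 also: -100% = wells without enzyme as full effect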
Target sequence (Q9BTU6 whole entry, looked up): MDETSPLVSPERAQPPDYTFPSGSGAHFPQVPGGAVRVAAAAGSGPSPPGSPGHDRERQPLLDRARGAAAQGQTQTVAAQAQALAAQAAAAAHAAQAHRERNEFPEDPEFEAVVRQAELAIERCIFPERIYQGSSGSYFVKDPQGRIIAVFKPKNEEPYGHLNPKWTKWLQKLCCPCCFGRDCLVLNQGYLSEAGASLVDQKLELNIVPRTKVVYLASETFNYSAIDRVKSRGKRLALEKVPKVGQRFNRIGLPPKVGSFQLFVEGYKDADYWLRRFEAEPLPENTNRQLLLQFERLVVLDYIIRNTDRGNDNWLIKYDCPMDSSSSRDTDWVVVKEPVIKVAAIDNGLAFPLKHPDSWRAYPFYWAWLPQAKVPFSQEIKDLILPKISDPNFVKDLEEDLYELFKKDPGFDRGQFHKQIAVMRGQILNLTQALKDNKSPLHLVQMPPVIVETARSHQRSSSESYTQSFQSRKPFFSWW
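In this quantitative HTS, ADP production by PI4K2A was quantified luminescently after 1 h at ambient temperature; 100 microM adenosine served as plate-quality control.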
GLS inh: glutaminase GLS (human) inhibition; O94925; GLS enzymatic activity, qHTS titration; Potency, µM (titrated, usually from 45.5 µM), for the others: top-dose activity change, negative = inhibition, actives largely listed as inhibitors; 410,000 tested, 0.21% active; AID 624170; also: potency is read from the fitted curve at half-maximal effect; % is scaled to controls: 0 for no effect and ±100 for the full control effect
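Glutamate formation by hKGA was monitored fluorometrically using coupled glutamate oxidase, HRP and Amplex Red. Substrate was added as 1 mM L-glutamine solution; incubation was 30 min at RT after an initial read.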
JMJD2A Tudor: JMJD2A Tudor domain (human) inhibition; 390,000 tested, 4.4% active; Potency, µM (top dose mostly 114 µM), for inactives: top-dose activity change, negative = inhibition, actives largely listed as inhibitors; AID 504339; AlphaScreen JMJD2A-Tudor / H3K4me3 peptide binding; O75164; also: potency is read from the fitted curve at half-maximal effect; % is scaled to controls: 0 for no effect and ±100 for the full control effect; nearly all actives have a fitted effect of over 50% in size
BAZ2B block: inhibitors of human BAZ2B bromodomain; Potency, µM (top dose mostly 114 µM), for the others: top-dose activity change, negative = inhibition, hits mostly inhibitors; AlphaScreen BAZ2B-H3K14Ac peptide displacement; Q9UIF8; 360,000 tested, 4.4% active; also: potency is read from the fitted curve at half-maximal effect; % is scaled to controls: 0 for no effect and ±100 for the full control effect; nearly all actives have a fitted effect of over 60% in size
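In this displacement format the biotinylated H3(5-23) peptide acetylated at Lys14 serves as ligand at 50 nM, with BAZ2B at 50 nM in PBS pH 7.4 containing 0.01% Tween-20. Donor and acceptor beads are 10 ug/mL final.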
G9a block: blocks human histone lysine methyltransferase G9a; AID 504332; Potency, µM (series often up to 102 µM), inactives show at the top dose activity, negative = inhibition, actives largely listed as inhibitors; G9a H3K9 monomethylation, AlphaScreen, 2 h; Q96KQ7; 350,000 tested, 8.8% active; also: potency is read from the fitted curve at half-maximal effect; % is scaled to controls: 0 for no effect and ±100 for the full control effect; nearly all actives have a fitted effect of over 75% in size
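Methyltransferase reactions run at room temperature for 2 h (20 nM enzyme, 500 nM biotin-H3K9 peptide, 20 uM SAM) after a 15 min compound preincubation; product detected by AlphaScreen beads and anti-H3K9me1 antibody.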
ERG-DNA inh: ERG Ets/DNA interaction inhibition; fluorescence polarization, His-ERG Ets domain / labelled DNA; Potency, µM (highest dose often 76.9 µM), for inactives: at the highest dose FP activity, negative = inhibition, hits mostly inhibitors; 370,000 tested, 0.028% active; active = well fitted inhibition curve with a large enough effect in the polarisation, with a control signal flat; inconclusive = small, poorly fitted or top-dose-only effect, or effect the other way, or a change in a side signal; inactive = no such curve, though single readings can be large or run the other way; the % refers to the polarisation;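 also: polarization taken with two DNA probes labelled with fluorescein and Texas red; potency is read from the fitted curve at half-maximal effect; % of control where 0% means no effect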
Target sequence (P11308 whole entry, looked up, the tested form may be a part): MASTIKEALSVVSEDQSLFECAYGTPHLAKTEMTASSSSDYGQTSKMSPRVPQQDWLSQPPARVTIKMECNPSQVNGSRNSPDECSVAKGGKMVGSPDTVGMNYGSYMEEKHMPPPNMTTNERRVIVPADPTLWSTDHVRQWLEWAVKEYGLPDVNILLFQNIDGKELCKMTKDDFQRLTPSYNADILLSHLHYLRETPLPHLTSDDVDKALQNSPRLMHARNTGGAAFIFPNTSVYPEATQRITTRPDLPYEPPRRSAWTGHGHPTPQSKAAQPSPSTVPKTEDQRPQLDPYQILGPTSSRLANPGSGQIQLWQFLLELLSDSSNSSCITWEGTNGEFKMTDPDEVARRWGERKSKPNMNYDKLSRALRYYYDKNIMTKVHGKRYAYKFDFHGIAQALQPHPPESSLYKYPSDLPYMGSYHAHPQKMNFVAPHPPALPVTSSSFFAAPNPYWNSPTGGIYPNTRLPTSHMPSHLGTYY
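His-tagged ERG Ets domain (1 uM in the protein solution; 300mM KCl, 50mM Tris-HCl, 1mM EDTA, 1mM DTT, pH 7.5) received compound, then a probe mix of 5 nM fluorescein-DNA and 100nM Texas-615-DNA. Fluorescence polarization was read for both dyes.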
Pin1 inh: human Pin1 inhibition; Q13526; Pin1 FP peptide displacement, HiFluor488, 10 min; Potency, µM (highest dose often 115 µM), without a hit: top-dose activity, negative = inhibition, usual class: inhibitors; 390,000 tested, 0.009% active; active = well fitted inhibition curve with a large enough effect in the polarisation, with a control signal flat, not every such curve was filed as active; inconclusive = small, poorly fitted or top-dose-only effect, or effect the other way, or a change in a side signal; inactive = no such curve, though single readings can be large or run the other way; the % refers to the polarisation; also: potency is read from the fitted curve at half-maximal effect; % is scaled to controls: 0 for no effect and ±100 for the full control effect
Numbers without * were called inactive; i = inactive; ? = inconclusive; nt = not tested or not shown; [ ] = another dose, or the depositor's remark. Unless noted, calls follow the shape of the dose curve; as a rule, active = well fitted curve in the direction sought with a large enough effect; inconclusive = small, poorly fitted or top-dose-only effect, or another doubt; inactive = no such curve, though single readings can be large; an effect the other way counts as inactive or inconclusive.

SMILES,G9a block,BAZ2B block,Pin1 inh,ERG-DNA inh,HP1b chromo inh,PI4K2A inh,PGK inhibitor,GLS inh,JMJD2A Tudor
CC1(C)CC(=O)C=C(NNC(=O)C2CCCCC2)C1,2%[59 µM],-14%,-1%,-1%,33%,2,i,4%,6%
Cc1cccc(NC(=O)C2CCN(c3nccc(C)n3)CC2)c1,?,-2%,-1%,-10%,28%,1,10%,0%,-4%
COc1ccc(NCc2nnc(SCC(=O)N3CCCc4ccccc43)o2)cc1,?,?,0%,-8%,-2%,-9,-7%,4%,-24%
Nc1nc(-c2ccco2)nc(N2CCCCC2)n1,-5%[12.7 µM],?,-3%,-5%,13%,-9,-1%,6%,-12%
CN(C)c1ccc(NC(=O)Cn2nnc3sc4c(c3c2=O)CCC(C(C)(C)C)C4)cc1 (stereo unspecified),4.5µM*,?,3%,-2%,-10%,-13,nt,3%,?
COc1ccc(C2=NO[C@@](CC(=O)O)(C(=O)Nc3ccc4c(c3)OCCO4)C2)cc1,13%,3%,-6%,-9%,4%,-1,-9%,2%,-2%
COc1ccc(N=Nc2cc(-c3ccccc3)ccc2O)cc1,?,10µM*,?,-5%,?,-1,8%,2%,13µM*
CCOC(=O)C1(C)/C(=N/Nc2cccc(Cl)c2)C(=O)C(=O)N1c1ccccc1 (stereo unspecified),?,?,-9%,7%,?,23,-9%,25%,28µM*
CCOC(=O)c1cnc2ccc(C)cc2c1Sc1ccccc1,36%[activator],67%[activator],-9%,2%,71%,0,0%,-8%,49%[activator]
Cc1cccc(N2CCN(CCCNC(=O)Cn3ncc4c([nH]c5ccccc54)c3=O)CC2C)c1 (stereo unspecified),-4%[59 µM],-15%,-2%,4%,3%,-7,i,16%,-23%
CC(NC(=O)c1cc([N+](=O)[O-])cc([N+](=O)[O-])c1)C1CC2CCC1C2 (stereo unspecified),-23%,?,8%,4%,-28%,-6,-1%,-3%,?
C[N+](C)(CC#Cc1ccccc1)CC(=O)c1ccccc1,-12%[59 µM],-6%,-1%,2%,32%,0,3%,8%,-9%
O=C(CN1CCN(c2ccccc2)CC1)N/N=C/c1cccc(F)c1,-2%[59 µM],-4%,-2%,5%,21%,1,-1%,11%,-7%
Cc1cccc(C)c1NC(=S)/N=C/N(C)C,-12%[59 µM],-7%,-1%,0%,-22%,-3,-2%,0%,14µM*
Cc1ccc(C)c(NC(=O)C2CCCN(c3ncnc4onc(C)c34)C2)c1 (stereo unspecified),-10%[59 µM],4%[57.1 µM],-14%,0%,18%,-4,6%,2%,-15%
CC(C)NC(=O)CSc1nnc(CNC(=O)OC(C)(C)C)n1C,-1%,-18%,-1%,-6%,36%,-2,-1%,-1%,-8%
COCC(C)OC(=O)c1c(N)n(CC(C)C)c2nc3ccccc3nc12 (stereo unspecified),10%,2%,?,3%,52%[activator],1,-7%,3%,7%
O=C(NNC(=S)NCc1ccco1)c1ccc(Cl)s1,nt,-11%,2%,2%,-7%,-3,1%,21%,-30%
CCN(CC)CCN1C(=O)C(=O)/C(=C(/O)c2cnn(-c3ccccc3)c2C)C1c1cccnc1 (stereo unspecified),-6%[12.7 µM],-9%,0%,-3%,22%,-1,-6%,14%,-5%
CC(Oc1ccccc1)C(=O)Nc1ccc(F)c(S(=O)(=O)N2CCOCC2)c1 (stereo unspecified),-45%,11%,-9%,6%,12%,-7,i,-2%,-5%
Cc1ccc(S(=O)(=O)NCCCN(C)C)cc1,23%[59 µM],-2%,1%,-1%,23%,-12,-3%,-9%,-8%
Cc1ccnc(NC(=O)CNC(=O)Cc2cccc3ccccc23)c1,-24%,-11%,14%,-3%,-1%,-4,-2%,1%,-15%
Cc1ccc(C)c(NC(=O)c2nnn(Cc3ccccc3)c2N)c1,6%,2%,?,2%,40%[activator],-7,-4%,-5%,-3%
CCc1cccc(NS(=O)(=O)c2ccc3c(c2)N(C)CCO3)c1,?,?,1%,1%,-9%,-1,11%,56%[activator],32µM*
COCCCNC(=O)c1ccc(Cn2c(=O)c3cccn3c3cccnc32)cc1,1%[59 µM],1%,6%,-2%,30%,-6,-7%,0%,12%
COC(=O)c1c(NC(=O)c2cc(=O)c3cc(C)cc(C)c3o2)sc2c1CCC2,2%[59 µM],-7%,-9%,6%,36%,-10,1%,1%,-7%
Cc1ccc2c(c1)C1CN(C)CCC1N2C(=S)NC(=O)c1ccc(Cl)cc1Cl (stereo unspecified),9%[59 µM],-11%,4%,-1%,12%,2,0%,-1%,-21%
OC1(c2ccc3ccccc3c2)CCN(Cc2ccccc2)C1 (stereo unspecified),-44%,8%,-2%,-2%,32%,-7,0%,10%,-14%
Cc1c(C(C)(C)O)[nH]c2cc(C(F)(F)F)ccc12,?,-30%[57.1 µM],0%,8%,21%,-3,1%,7%,-24%
COc1ccccc1CCNC(=O)c1ccc2c(c1)c(C)c(C)n2Cc1ccc(Cl)cc1,-23%[59 µM],-20%,20%,1%,26%,1,-8%,-8%,?
CCN1C(=O)c2cccc3c(S(=O)(=O)Nc4c(C)n(C)n(-c5ccccc5)c4=O)ccc1c23,19%[59 µM],-1%,-2%,2%,15%,2,-6%,0%,-7%
Cn1ccnc1SCC(=O)Nc1nc2c(F)c(F)c(F)cc2s1,0%,-15%,28%,-6%,25%,-14,-1%,7%,-18%
Cc1ccc(SCc2c(C(=O)N/N=C/c3ccoc3)nnn2-c2nonc2N)cc1,-1%,-36%,0%,-8%,22%,-5,-4%,1%,-26%
Cc1cccc(/C=C2\CCC(=C3SCCCS3)C2=O)c1,50µM*,10µM*,0%,-3%,16µM*,2,-12%,-1%,45µM*
N/C(=N\OC(=O)c1ccc(Cl)cc1Cl)c1ccccn1,89µM*,1%,-1%,1%,18%,-30,-28%,1%,-18%
O=C(O)C1(c2ccccc2)CCN(S(=O)(=O)c2ccc(F)c(F)c2)CC1,0%,6%,-4%,12%,0%,2,-4%,1%,-20%
NS(=O)(=O)c1ccc(NNC(=O)c2cccs2)cc1,10µM*,-3%,5%,3%,47%[activator],5,i,?,7%
CCc1ccc(C(=O)c2cn(CC(=O)NCCc3ccc(OC)c(OC)c3)c3nc(C)ccc3c2=O)cc1,12%[59 µM],0%,49%[activator],12%,20%,-4,-7%,-2%,-22%
COc1ccc(C(=O)CSC#N)cc1OC,?,1%,-5%,-1%,43%[activator],-9,-3%,8%,-10%
CCOC(=O)c1c(C)[nH]c(C(=O)COC(=O)CSC)c1C,20%,3%,1%,3%,1%,3,-1%,5%,-19%
Cc1ccc(NC(=O)c2cc3c(s2)CCCC3)cc1S(=O)(=O)Nc1ccccc1Cl,-6%,2%,12%,0%,?,1,5%,16%,-19%
CC1=CSC2=NS(=O)(=O)CCN12,-5%,-5%,-2%,17%,-6%,9,-10%,-2%,-11%[11.4 µM]
CCN(CC(=O)Nc1c(F)cccc1F)C(=O)Cc1ccc(OC)c(S(=O)(=O)N2CCOCC2)c1,6%,7%,-15%,-7%,28%,7,-6%,-9%,-6%
O=C(NCCc1cccnc1)c1cc(COc2ccc(F)cc2F)on1,-1%,-20%,1%,13%,44%[activator],5,0%,-10%,-2%
O=c1c2ccccc2oc2cc(C#CC3(O)CCCCC3)ccc12,nt,nt,-1%,-16%,77%[activator],-15,-5%,-4%,-2%

A run of entries from the list above, as a working copy:
SMILES,G9a block,BAZ2B block,Pin1 inh,ERG-DNA inh,HP1b chromo inh,PI4K2A inh,PGK inhibitor,GLS inh,JMJD2A Tudor
O=C(NCCc1cccnc1)c1cc(COc2ccc(F)cc2F)on1,-1%,-20%,1%,13%,44%[activator],5,0%,-10%,-2%
O=c1c2ccccc2oc2cc(C#CC3(O)CCCCC3)ccc12,nt,nt,-1%,-16%,77%[activator],-15,-5%,-4%,-2%

Continued:
SMILES,G9a block,BAZ2B block,Pin1 inh,ERG-DNA inh,HP1b chromo inh,PI4K2A inh,PGK inhibitor,GLS inh,JMJD2A Tudor
COc1ccc(-n2nc(C(=O)NCC(=O)N3CCC(C)CC3)c3ccccc3c2=O)cc1,3%,3%,2%,-4%,14%,1,-5%,-12%,5%
O=C(COC(=O)/C=C/c1ccc(OC(F)F)cc1)NC(=O)NCc1ccccc1,-6%[12.7 µM],-3%,8%,8%,23%,0,-3%,-1%,-13%
O=c1c2ccccc2nnn1CSc1ccccc1F,2%[59 µM],6%,-4%,2%,65%[activator],-2,-8%,-2%,?
O=C(Cn1ccccc1=S)c1ccc(Cl)c(Cl)c1,nt,nt,2%,18%,15%,-3,5%,2%,-32%
CCc1nccn1CCC(=O)N1CCCC(N2CCN(c3cccc(Cl)c3)CC2)C1 (stereo unspecified),28%,-8%,-6%,10%,10%,2,0%,4%,-16%
